# All columns: NCI-60 one-dose screen, growth in % after 48 h at 10 µM unless noted; 100 = growth as untreated, 0 = no growth, -100 = all killed.
# HL-60(TB): HL-60(TB) leukemia cells | AID 1794776 | 9% of 78,000 active; active = growth percent below 10
# The depositor's hits bear a star; & = joins results of further samples.
SMILES,HL-60(TB)
C=C(C)[C@@H]1CC[C@]2(C(=O)O)CC[C@]3(C)[C@H](CC[C@@H]4[C@@]5(C)C[C@@H](CC#Cc6cc(OC)c(OC)c(OC)c6)[C@H](O)C(C)(C)[C@@H]5CC[C@]43C)[C@@H]12,15
CC12C=CC(=O)C=C1CCC1C2C(O)CC2(C)C1CCC2(O)C(=O)COC(=O)CCCc1ccc(N(CCCl)CCCl)cc1 (stereo unspecified),43&52
Cc1[nH]c(-c2nc3ccccc3[nH]2)c(C)c1C(=O)NN,107
Cc1cc(SCc2ccc(Cl)cc2Cl)nc(SCc2ccc(Cl)cc2Cl)n1,96
COc1ccc(NC(=S)Nc2ccc(S(=O)(=O)N3CCCCC3)cc2)cc1,102
Nc1c(C(=O)NC2CCCCC2)sc2nc3c(cc12)C(=O)CCC3,95
Clc1ccc(N2CCNCC2)cc1,96
COc1ccccc1NC(=O)Nc1ccc(-c2nc3ccccc3[nH]2)cc1,105
O=C(CN1CCN(c2cc(=O)[nH]c3ccc(F)cc23)CC1)Nc1cccc(C(F)(F)F)c1,73
CCOC(=O)C1=C(N)N(c2ccc(C)cc2)C2=C(C(=O)CC(C)(C)C2)C1c1ccccc1Br (stereo unspecified),-11*
COc1cc(NC(=O)c2ccccc2-c2ccccc2)c(C(N)=O)cc1OC,96
Cc1cc(C)c(C#N)c(OCCCCn2c(C)cc(C)c(C#N)c2=O)n1,98
O=C1c2c(O)c(O)c(S(=O)(=O)O)c(O)c2C(=O)c2c(O)c(O)c(S(=O)(=O)O)c(O)c21,98
O=C(NNC(=S)Nc1ccccc1)c1ccc(Nc2ncnc3c2cnn3-c2cccc(Br)c2)cc1,111
CCCCC1(CCI)C(=O)NC(=O)NC1=O,86
O=C1C2CC(O)Cc3ccccc3N2C(=O)CN1CCO (stereo unspecified),92
COC(=O)C1([N+](=O)[O-])CC(c2ccccc2)ON(c2ccccc2)C1/C=C/c1ccccc1 (stereo unspecified),83
C[C@H]1[C@H](C)CC[C@]2(C(=O)N3CCN(C)CC3)CC[C@]3(C)C(=CC[C@@H]4[C@@]5(C)C/C(=C/c6cccc([N+](=O)[O-])c6)C(=O)C(C)(C)[C@@H]5CC[C@]43C)[C@H]12,21
O=C=Nc1ccc(Cc2ccc(N=C=O)cc2)cc1,91
Cc1cc(NCc2cc(Nc3ccnc4cc(Cl)ccc34)ccc2F)nc(N2CCSCC2)n1,-61*
O=C1OC(=O)c2c1cccc2[N+](=O)[O-],105
O=C1Nc2ccccc2/C1=N/N=C/c1sc2ccccc2c1Br,101
c1ccc(Nc2nc(Nc3ccccc3)nc(Nc3ccccc3)n2)cc1,64
c1ccc2c(c1)ccc1c(-c3ccncc3)n[nH]c12,83
NC1(C(=O)O)CCCC1,92

# Two records drawn at random from the list so far:
SMILES,HL-60(TB)
O=C(NNC(=S)Nc1ccccc1)c1ccc(Nc2ncnc3c2cnn3-c2cccc(Br)c2)cc1,111
COc1ccc(NC(=S)Nc2ccc(S(=O)(=O)N3CCCCC3)cc2)cc1,102

# Next part.
SMILES,HL-60(TB)
Fc1ccccc1CNc1ccc(N2CCOCC2)cc1,94
O=[N+]([O-])c1cc[n+]([O-])cc1/C=C/c1ccccc1,98
Cc1ccc(Nc2nnc(-c3csc(N)n3)s2)cc1,105
CCOC(=O)c1cnn(CC(O)c2ccc(F)cc2)c1NC(=O)Nc1cccc(F)c1 (stereo unspecified),103
CC(=O)c1ccc(NC(=O)c2cn(-c3ccccc3)nc2-c2ccncc2)cc1,79
O=C(CCN1CCCCC1)c1ccc2ccccc2c1,112
CN(C)c1ncnc2c1cnn2C,108
O=C(CCCl)OCc1ccccc1,102
COc1ccc(/C=C/C(=O)c2ccc(NC(=O)CSc3nnc(-c4cc(OC)c(OC)c(OC)c4)n3-c3ccccc3)cc2)cc1,79
N#CCC(C#N)N1CCOCC1 (stereo unspecified),86
CCCCN(CCCC)CC(O)c1ccc(Cl)c(C)c1Cl (stereo unspecified),103
Cc1[nH][nH]c(=O)c1C(CC(=O)O)c1cc(=O)oc2ccc(Cl)cc12 (stereo unspecified),97
CCSc1nnc(-c2cnn3c2NC(c2ccccc2)C3)n1-c1ccc(F)cc1 (stereo unspecified),108
c1ccc(-c2nc(Nc3nccnn3)c3ccccc3n2)cc1,99
Cc1ccccc1NCS(=O)(=O)O,104
COc1cc(-c2csc(NC(=O)Nc3ccc(C)cc3)n2)cc(OC)c1OC,58
CCOC(=O)Nc1ccc(C)cc1NC(=O)OCC,89
CC1(C)CC[C@]2(C(N)=O)CC[C@]3(C)C(=CC[C@@H]4[C@@]5(C)Cc6c([nH]c7ccccc67)C(C)(C)[C@@H]5CC[C@]43C)[C@@H]2C1,65
S=c1n(CN2CCCC2)nc(-c2ccccc2)n1Cc1ccccc1,97
COC(Cc1ccccc1)OC,100
c1cnc2[nH]cc(-c3csc(-c4cn(CCCCN5CCCCC5)c5ccccc45)n3)c2c1,48
CC1=C2[C@@H](CC1)[C@]1(C)O[C@@](C3CC3)(C[C@H]1OC(=O)CO)[C@H]2OC(=O)/C=C/c1ccccc1,93
COc1ccc(S)c(C(=O)O)c1,86
CC(=O)N1N=C(c2ccc3c(c2)OCO3)CC1c1cccc(Nc2ccnc3cc(C(F)(F)F)ccc23)c1 (stereo unspecified),88
O=c1cn[nH]c(=O)[nH]1,115

# Remaining list, next part
SMILES,HL-60(TB)
COc1cc(CNc2cc(C(C)(C)C)nn2-c2ccccc2)cc(OC)c1OC,90
CCn1c(Sc2nnc(Nc3ccccc3)s2)nc2c1c(=O)n(C)c(=O)n2C,113
COC(=O)c1nc(-c2ccc(C)cc2)oc1N1CCOCC1,94
COC(CC(C)(O)C#CCC(C)(O)/C=C/C1=C(C)CCCC1(C)C)OC (stereo unspecified),107
Nc1cc2nonc2c2nonc12,95
CCOC(=O)c1cn2ncnc(Oc3ccc(NC(=O)Nc4ccc(Cl)c(C(F)(F)F)c4)cc3)c2c1C,96
OC1CCN(C2=Nn3c(nnc3-c3cc(C(F)(F)F)cc(C(F)(F)F)c3)SC2)CC1,115
CCOC(=O)c1ccccc1C(=C1C=C(Br)C(=O)C(Br)=C1)c1cc(Br)c(O)c(Br)c1,116
O=C(CCBr)NCc1ccccc1,112
Cc1ccc(-c2ccccc2N)c2[nH]c3ccccc3c12,87
O=C(Nc1cccc(NC(=O)C2CCCCC2)c1)c1ccccn1,95
CCCCCCCSc1ccc(C(=O)CCN2CCCCC2)cc1,80
O=C(/C=C/c1ccccc1)c1ccc(Br)cc1,86
O=C(/C=C/c1ccccc1)c1cccc(OCCCOc2cccc(C(=O)/C=C/c3ccccc3)c2)c1,82
COc1ccc(Cl)cc1NC(=O)c1cc(C)oc1C,101
C#C[C@@]1(O)[C@@H](CO)O[C@@H](n2c(C(F)(F)F)cc3c(N)ncnc32)[C@@H]1O,104
CN(C)C(=O)c1cc(-c2ccc3ncnc(N4CCc5cc(F)c(Cl)cc54)c3c2)cnc1N,-74*
CCOc1cc(C)c(C#N)c(=O)n1Nc1nc2ccccc2[nH]c1=O,103
O=c1c2cc(-c3ccccc3)sc2nc2sc(-c3ccccc3)nn12,96
COC(=O)C(C)(C)C1Oc2ccc(C)cc2C(=O)/C1=C\O (stereo unspecified),102
COc1ccc(-c2c[nH]c(C(=O)O)c2-c2cc(OC)cc(OC)c2)cc1,96
C=C(C)[C@@H]1CC[C@]2(C(=O)N3CCN(C)CC3)CC[C@]3(C)[C@H](CC[C@@H]4[C@@]5(C)CC[C@H](OC(=O)c6cccnc6)C(C)(C)[C@@H]5CC[C@]43C)[C@@H]12,63
O=S(Nc1ccccc1)c1ccccc1Oc1ccccc1 (stereo unspecified),91
c1ccc(CSc2nnc3c4c5c(sc4nc(-c4cccc6ccccc46)n23)CCCCCC5)cc1,125
COc1ccccc1S(=O)(=O)Nc1ccc2c3c(cc(-c4ccoc4)nc13)C(=O)N2C,8.9*

# Another view of 15 compounds above:
structure | HL-60(TB)
COc1cc(CNc2cc(C(C)(C)C)nn2-c2ccccc2)cc(OC)c1OC | 90
CCn1c(Sc2nnc(Nc3ccccc3)s2)nc2c1c(=O)n(C)c(=O)n2C | 113
COC(=O)c1nc(-c2ccc(C)cc2)oc1N1CCOCC1 | 94
COC(CC(C)(O)C#CCC(C)(O)/C=C/C1=C(C)CCCC1(C)C)OC (stereo unspecified) | 107
Nc1cc2nonc2c2nonc12 | 95
CCOC(=O)c1cn2ncnc(Oc3ccc(NC(=O)Nc4ccc(Cl)c(C(F)(F)F)c4)cc3)c2c1C | 96
OC1CCN(C2=Nn3c(nnc3-c3cc(C(F)(F)F)cc(C(F)(F)F)c3)SC2)CC1 | 115
CCOC(=O)c1ccccc1C(=C1C=C(Br)C(=O)C(Br)=C1)c1cc(Br)c(O)c(Br)c1 | 116
O=C(CCBr)NCc1ccccc1 | 112
Cc1ccc(-c2ccccc2N)c2[nH]c3ccccc3c12 | 87
O=C(Nc1cccc(NC(=O)C2CCCCC2)c1)c1ccccn1 | 95
CCCCCCCSc1ccc(C(=O)CCN2CCCCC2)cc1 | 80
O=C(/C=C/c1ccccc1)c1ccc(Br)cc1 | 86
O=C(/C=C/c1ccccc1)c1cccc(OCCCOc2cccc(C(=O)/C=C/c3ccccc3)c2)c1 | 82
COc1ccc(Cl)cc1NC(=O)c1cc(C)oc1C | 101

# (listing goes on)
SMILES,HL-60(TB)
CCOC(=O)c1cc(C(=O)c2cc(OC)c(OC)c(OC)c2)n2ncccc12,-32*
CCCS(=O)(=O)Oc1ccc(-c2ccc3sccc3c2)cc1,99
NS(=O)(=O)c1ccc(NC(=O)CN2C(=O)C(=O)c3ccccc32)cc1,100
COc1ccc(S(=O)(=O)Oc2ccc(-c3sc4cc(OS(=O)(=O)c5ccc(OC)cc5)ccc4c3C(=O)c3ccc(OCCN4CCCCC4)cc3)cc2)cc1,91
Cc1cc(NS(=O)(=O)c2ccc(N=C3NC(=O)/C(=C/c4coc5ccccc5c4=O)S3)cc2)no1,102
C/C(Cc1ccc(Cl)cc1)=C(/c1ccc(Cl)cc1)c1ccc(OCCN(C)C)cc1,-10*
O=C1CC[C@@H](C(=O)N[C@H]2CSSC[C@@H](C(=O)N/C=C/c3ccccc3)NC(=O)[C@H](Cc3ccccc3)NC(=O)[C@@H]3CCCN3C(=O)[C@@H]3CCCN3C2=O)N1,100
CCCCCCCNc1nc(CO)ncc1-c1ccc(C(F)(F)F)cc1,120
Cc1ccc(S(=O)(=O)c2nc(S(=O)(=O)c3ccc(C)cc3)c(NC(C)C)s2)cc1,82
O=C1NC(=Nc2ccc(O)cc2)S/C1=C\c1cccc(Cl)c1,23
CNC(=O)c1cc(Oc2ccc3c(c2)sc2nc(-c4ccc(NC(=O)Nc5ccc(Cl)c(C(F)(F)F)c5)cc4)cn23)ccn1,32
CCCCCCC(C(=O)OCC)C(=O)OCC,96
COC(=O)c1c(C(=O)OC)c2c3ccccc3c3ccccc3n2c1C(=O)C(F)(F)F,107
Cc1cc2nc3c4cc(Cl)ccc4n(CC(=S)NCCN(C)C)c3nc2cc1C,-63*
Nc1cccc(SCc2cc3ccccc3[nH]c2=O)c1,42
ClC(Cl)c1nc(-c2ccccc2)nc2cc(-c3ccccc3)nn12,95
COc1ccc2[nH]cc(CCNC(=O)CN3C(=O)/C(=C/c4ccco4)SC3=S)c2c1,97
c1ccc(CC2=NCCc3ccccc32)cc1,110
Cc1cc(C)nc(NS(=O)(=O)c2ccc(Nc3nc(-c4ccc(O)cc4O)c4c(=O)[nH]c(SCc5ccccc5)nc4n3)cc2)n1,99
c1ccc(CN(CCN2CCOCC2)Cc2ccccc2)cc1,88
Cc1cncc(O)c1,105
N#Cc1c(-c2ccc(Cl)cc2)c(C(N)=O)c(N)n(Cc2nc3ccccc3[nH]2)c1=O,107
Cc1ccc(NC(=O)OCCN(C)C)cc1Cl,89
CC(O)COc1ccc(C(C)(C)C)cc1 (stereo unspecified),113
CN1C(=O)/C(=C2/C(=O)N(C)c3ncccc32)c2cccnc21,183

# Additional results:
SMILES,HL-60(TB)
Cc1ccc(-c2cc(C(=O)N3CCN(c4cc5c(cc4F)c(=O)c(C(=O)O)cn5C4CC4)CC3)c3ccccc3n2)cc1,100
O=C1CCc2ccc(CCCl)cc2O1,86
Cc1ccc(S(=O)(=O)c2nc(S(=O)(=O)c3ccc(C)cc3)c(Cl)s2)cc1,16
c1cc2c3c(cccc3c1)NC1(CCC3(CC1)Nc1cccc4cccc(c14)N3)N2,97
CN(C)Cc1ccc(C(C)(C)C)cc1Br,111
Brc1c(NC2=NCCN2)ccc2nccnc12,98
CCOc1nc(-c2ccccc2)cc2c(O)c(-c3nnc(-c4ccccc4)o3)[nH]c(=O)c12,91
COc1ccc(C2=NN(C(=O)c3cc(-c4ccccc4)nc4ccccc34)C(c3cc(-c4ccccc4)nn3-c3ccccc3)C2)cc1OC (stereo unspecified),105
N#CCCCCCn1c2ccccc2c2c3c(c4c5ccccc5[nH]c4c21)C(=O)N(O)C3=O,-46*
COc1cc(C(=O)c2c(N)c(C#N)cn2-c2ccc(Cl)cc2Cl)cc(OC)c1OC,96
C[C@@H](O)[C@@H]1NC(=O)[C@@H](CCCCN)NC(=O)[C@H](Cc2c[nH]c3ccccc23)NC(=O)[C@@H](Cc2ccccc2)NC(=O)[C@H](NC(=O)[C@H](N)Cc2ccccc2)CSSC[C@H](C(=O)N[C@H](CO)[C@@H](C)O)NC1=O,105
CC(=O)N1N=C(c2ccc3c(c2)OCO3)CC1c1c(C)nn(-c2ccccc2)c1N1CCOCC1 (stereo unspecified),100
Fc1ccc(-c2nnc(-c3c(-c4ccc(F)cc4)nc4ncccn34)o2)cc1,88
O=C1CCNC(=O)N1,109
CC(C)NS(=O)(=O)c1cccc([N+](=O)[O-])c1,97
CCCCCCc1ccc(/C=C/C(OC)OC)cc1,96
CC1=CC(=O)C(/C(C)=N/NC(=O)c2ccccc2NC(=O)c2ccc(F)cc2)C(=O)O1 (stereo unspecified),95
CCNc1nc2ccccc2c2c(=O)c3cccc(F)c3sc12,94
CCOC(=S)SSC(=S)OCC,104
Cn1ccc2cc(NC(=O)c3cnccn3)ccc21,90
COc1ccc(CN(C)c2nc3ccccc3s2)cc1,91
N#Cc1c(-c2ccccc2)nc(SCC2CO2)nc1N1CCOCC1 (stereo unspecified),64
Cc1ccc(-n2nnc(C(=O)O)c2-c2ccncc2)cc1,94
N#Cc1c[nH]n2ccnc12,123
Cc1ccc(/C=C2\S/C(=N/c3nccs3)N(C)C2=O)cc1,116

# Bioassay records as filed in PubChem BioAssay.

# An excerpt (hit frequency here may not be typical).
